RAD54 branch – inhibitors of human RAD54 branch migration; 0.14% of 360,000 active; inhibition, % at 10.4 µM; RAD54 Holliday junction branch migration, FAM/BHQ fluorescence;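 active = mean normalized replicate activity at least 40 and at least half of replicates scoring 40 or more; inconclusive = only one of the two criteria met; inactive = mean below 40 and under half of replicates reaching 40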;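 note: 0% = median of neutral control wells and 100% = median of positive control wells; inhibitors cause a drop in the FAM fluorescence signal; in these data hits start at about 50%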
F508del corr – correctors of CFTR F508del function in bronchial epithelial cells. CFBE cells, YFP halide quenching; stimulated with forskolin plus potentiator P3; % fluorescence drop versus neutral controls. activity (quench increase), % at 7.58 µM. 0.36% of 350,000 active;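 active = mean added fluorescence quench of at least 8% versus neutral control, with both replicates also reaching 8%; inconclusive = only one of the mean or replicate conditions met; inactive = mean below 8% and not both replicates reaching 8%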;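 note: cells transiently co-express mutant CFTR-F508del with the halide-sensitive YFP; corrector assay measuring rescue of mutant channel to the surface after 24 h compound exposure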
esBAF inh – blocks esBAF chromatin remodeling in mouse ES cells. Bmi1-luciferase knock-in reporter, 24 h; 100% = twice the neutral-well signal. reporter increase, % at 12.5 µM. 2% of 350,000 active. AID 602393; in the data active = activation above about 40%; inconclusive = no clear call, values can overlap the other calls;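 note: 0% = median of the plate's neutral control wells and 100% = double that signal; a rise in the Bmi1 reporter signal indicates esBAF inhibition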
INS-1E GSIS act – GLuc luminescence reporter in INS-1E cells, primary screen for activators of glucose-dependent secretion of insulin. INS-1E GLuc reporter insulin secretion, 2-3 h. activation, % at 16.6 µM. 0.61% of 370,000 active. AID 743287;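 active = lowest replicate activation of at least 40%, so every replicate reaches that level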;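 note: 0% = median of neutral control wells and 100% = median of IBMX positive control wells; some compounds called inactive have numbers as strong as hits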
ERAP1 inh – inhibitors of human ERAP1 aminopeptidase; Q9NZ08; recombinant ERAP1, Leu-AMC fluorescence, 60 min; inhibition, % at 10.7 µM; 0.15% of 340,000 active;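 active = mean replicate inhibition of at least 30%, or all replicates individually reaching that 30% level; inactive = mean below 30% and not every replicate reaching it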;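 note: 0% = neutral control wells and 100% = L-leucinethiol positive control wells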
XiGFP reactiv – X-chromosome reactivation activator; XiGFP mouse fibroblasts, % GFP-positive cells imaging, 3 d; cells co-treated with 5-aza-dC sensitizer; scaled so ellipticine positive control = 100%; activation, % at 7.58 µM; 0.055% of 360,000 active; AID 743238;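 active = mean normalized replicate activation at least 10% and every replicate at or above 10%; inconclusive = only one of the two criteria met; inactive = mean below 10% and not all replicates reach 10%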;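 note: 0% = median of on-plate neutral control wells and 100% = ellipticine 6 µM median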
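Material: XiGFP fibroblasts, SV40-immortalized. Buffer or medium: DMEM plus 5-aza-dC sensitizer. Compound: single concentration per compound, delivered by pin transfer. Times: 3 days compound exposure. Controls: ellipticine 6 µM.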
RAD52 inh – RAD52 (human) annealing inhibition | inhibition, % at 18.7 µM | recombinant RAD52 DNA annealing, FRET fluorescence | 0.46% of 360,000 active | AID 651710 | P43351;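 active = every replicate showing at least 50% inhibition; inconclusive = mean inhibition at least 50% but not in every replicate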
Target sequence (P43351 whole entry, looked up): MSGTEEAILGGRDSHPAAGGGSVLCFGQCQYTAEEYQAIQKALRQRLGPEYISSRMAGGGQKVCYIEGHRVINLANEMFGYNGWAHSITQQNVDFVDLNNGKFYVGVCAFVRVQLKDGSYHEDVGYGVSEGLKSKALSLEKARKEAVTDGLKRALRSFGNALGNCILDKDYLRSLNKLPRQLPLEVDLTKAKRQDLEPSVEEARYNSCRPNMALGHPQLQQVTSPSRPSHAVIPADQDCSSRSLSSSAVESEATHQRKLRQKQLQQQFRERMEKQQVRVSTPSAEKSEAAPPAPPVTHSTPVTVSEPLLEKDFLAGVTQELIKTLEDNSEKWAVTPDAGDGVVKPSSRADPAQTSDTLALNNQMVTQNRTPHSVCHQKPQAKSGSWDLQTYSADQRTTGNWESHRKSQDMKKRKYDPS
ARNT-TACC3 inh – ARNT/TACC3 interaction disruption | Q9Y6A5 | AlphaScreen His-ARNT PAS-B/GST-TACC3 binding, luminescence; TACC3 fragment carries E629A point mutation | inhibition, % at 9.99 µM | 0.66% of 390,000 active | AID 623870;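 active = mean inhibition of replicates at least 50% and at least half of replicates each reaching 50%; inconclusive = half or more replicates reach 50% but mean below 50%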;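 note: 0% = complete ARNT plus TACC3 wells and 100% = ARNT alone without TACC3; many hits fall short of the cut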
Active calls of the source: *; ? = inconclusive; / = not tested or not shown; & = joins results of further samples.

SMILES	RAD54 branch	F508del corr	esBAF inh	INS-1E GSIS act	ERAP1 inh	XiGFP reactiv	RAD52 inh	ARNT-TACC3 inh
COc1ccc(Nc2nccc(-c3ccc(C#N)cc3)n2)cc1	-3	-0.4	-4	9	-1	0.2	-4	-1
CCCNC(=O)C[C@H]1CC[C@@H]2[C@H](COC[C@H](O)CN2C(=O)Nc2ccc(Cl)c(Cl)c2)O1	-4	-0.6	-5	-17	3	0.1	0	1
COC(C/C=C/C(=O)[C@@H](C)OCc1ccccc1)OC	-11	-1.0	/	/	0	-0.3	1	-10
[N-]=[N+]=NC(c1ccccc1)C(NC(=O)c1cc(C(F)(F)F)cc(C(F)(F)F)c1)c1ccccc1 (stereo not given)	/	-2.9	/	-31	0	0.1	-13	/
COc1cccc(S(=O)(=O)Nc2ccc3c(c2)OC[C@H](C)NC[C@@H](C)[C@@H](OC)CN(C)C3=O)c1	9	0.4	3	22	4	0.0	5	-2
COc1ccccc1CNCC(=O)Nc1ccc(N(C)C)cc1	-8	-1.9	?	-5	-4	0.2	-16	0
CCOc1ccccc1C(=O)NCC(=O)NCCCSc1ccccc1	13	0.6	-4	7	2	0.0	-20	3
COc1cc(OC)c(C(=O)NC2CCCc3ccccc32)cc1OC (stereo not given)	2	1.9	0	0	-1	0.0	1	/
O=C(C[C@H]1CC[C@@H]2NC[C@@H](O)COC[C@H]2O1)N1CCc2ccccc2C1	-19	-1.2	-3	1	/	0.2	/	-26
CCC(=O)NNC(=O)CSc1nnc(-c2ccccc2)c(-c2ccccc2)n1	-1	-1.6	1	-4	1	0.0	-17	8
O=C(Cc1cccs1)Nc1ccc(F)c(F)c1	-2	0.2	-8	-13	-1	0.0	-9	-7
COCCNC(=O)C[C@H]1CC[C@@H]2[C@@H](COc3ccc(NC(=O)C4CCCC4)cc3C(=O)N2C)O1	4	-1.7	11	1	-1	0.1	-3	-11
CCn1nc(NC(=O)CC(C)C)c2cc3ccc(C)cc3nc21	-1	1.8	3	31	1	0.3	-8	-21
Cc1noc(C)c1NC(=O)N(C)C[C@H]1OCc2cn(nn2)CCCC(=O)N([C@H](C)CO)C[C@H]1C	/	-2.6	-5	7	/	0.5	/	/
O=C(NCCn1cccn1)C1CCC(=O)N(CCc2ccc(Cl)cc2)C1 (stereo not given)	1	1.3	1	-10	-2	0.0	-25	-5
O=C(CN1C(=O)NC2(CCCC2)C1=O)OCCOc1cccc(Br)c1	/	0.4	/	-25	-4	-0.1	1	1
O=C(CS(=O)(=O)c1ccccc1)N(CCCN1CCOCC1)c1nc2c(F)cccc2s1	2	-5.1	16	14	-1	-0.1	6	2
CCc1cc(-c2cnnn2CCc2c[nH]c3ccccc23)ccc1-c1cn(CC(C)C)nn1	8	1.3	-8	-43	4	0.0	-5	/
Cc1ccccc1NC(=O)c1cc(S(=O)(=O)N2CCCCC2)ccc1N1CCOCC1	1	0.4	5	/	-1	0.6	5	/
CCC1(CC)NC(=O)N(Cc2nc3ccccc3s2)C1=O	/	0.2	/	-5	-6	0.0	3	-6
CCCN1CCN(C(=O)CCCn2c(C)c3cnn(-c4ccccc4)c(=O)c3c2C)CC1	-5	-4.7	7	/	2	0.0	-1	0
CC(C)n1nc(C(=O)NCc2ccc3c(c2)OCO3)c2ccccc2c1=O	/	-2.0	/	-6	0	0.5	-7	-3
CC(=O)N(C)C[C@H]1[C@@H](c2ccc(-c3cccnc3)cc2)[C@@H](CO)N1C(=O)C1CC1	/	1.1	/	-4	-2	0.1	-4	/
CCOC(=O)Cc1csc(NC(=O)/C=C/c2cccc(Br)c2)n1	4	-3.4	16	-1	0	-0.1	1	-1
CC(C)(C)OC(=O)NCCCCCNC(=O)c1[nH]cnc1C(=O)N[C@@H](Cc1ccccc1)C(=O)OCc1ccccc1	5	-2.6	12	-26	-2	4.6	-68	6
COC(=O)c1ccc(NC(=O)Nc2ccc3c(c2)nc(C)n3C)cc1	0	0.4	6	4	2	0.2	5	6
O=C(Nc1ccc(Cl)cc1)C1CCCN(c2ncnc3c2nc2n3CCCCC2)C1 (stereo not given)	5	1.5	4	-4	2	0.0	-14	28
CC1(C)CNC(=O)c2sc(NC(=O)c3ccccc3)nc2C1	-5	1.5	84*	3	-7	3.1	-6	4
COc1ccc(C2=NN(C(C#N)c3ccc(OC)cc3)C(c3ccccc3)C2)cc1 (stereo not given)	-2	4.0	/	-13	-2	0.0	-217	-6
COc1ccc(-c2csc(NC3OC(=O)c4c3ccc(OC)c4OC)n2)cc1OC (stereo not given)	18	3.5	/	/	2	0.0	-10	11
COc1ccc(NC(=O)N(C)C[C@H]2Oc3ccc(NS(=O)(=O)c4cn(C)cn4)cc3CC(=O)N([C@H](C)CO)C[C@@H]2C)cc1	7	1.8	-1	16	5	-0.6	1	6
Cc1cn(C2CCCCO2)c(=O)[nH]c1=O (stereo not given)	1	-1.8	-3	3	3	0.1	-10	-11
COc1cc2oc(=O)cc(CN3CCCCCCC3)c2cc1Cl	10	-1.0	4	4	10	-0.1	-6	/
O=C(C[C@H]1CC[C@H]2[C@@H](COC[C@@H](O)CN2C(=O)c2ccc(F)cc2)O1)NCc1cccc(F)c1	10	0.6	-2	-13	1	0.2	-11	13
COc1cc(S(=O)(=O)n2cnc3ccccc32)ccc1Br	5	0.4	-7	4	0	-0.1	-21	-4
CCOc1ccc(NS(=O)(=O)c2cccc(C(=O)N3CCN(C/C=C/c4ccccc4)CC3)c2)cc1	-4	2.0	1	-26	-1	0.0	-21	4
N#CCSc1ccccc1NC(=O)CN1C(=O)C2CC=CCC2C1=O (stereo not given)	-15	1.9	2	-7	-2	0.2	-20	-6
C/C=C/c1ccc([C@@H]2[C@H](CO)N(CC3CCCC3)C23CN(C(=O)CC2CC2)C3)cc1	/	0.8	/	5	0	0.3	-21	/
S=c1[nH]nc2nnc3ccccc3n12	-2	-0.7	-3	-40	/	0.2	-7	1
CSCCC(NC(=O)COc1ccccc1)C(=O)OCCOc1ccc(C)cc1 (stereo not given)	3	-2.2	-1	-20	0	0.0	-8	/
CCC(CC)C(=O)Nc1cccc(C(=O)N2CCCC2)c1	-5	-3.4	-5	3	-2	/	-7	-2
Cc1c(C(=O)O)oc2c1C(=O)CC(C)(C)C2	-1	-2.4	3	2	-6	0.0	-21	-2
Cc1ccc2nsnc2c1S(=O)(=O)N(CCO)Cc1cc2cc3c(cc2[nH]c1=O)OCCO3	0	/	30	2	/	/	/	-5
C[C@H](CO)N1C[C@H](C)[C@@H](CN(C)Cc2ccccc2)Oc2c(NS(=O)(=O)c3ccccc3)cccc2C1=O	14&-2	-4.6&-5.1	-6&-7	4&-4	-2	-0.7&0.0	15&10	-3&0
COc1ccccc1CNC(=O)CN1C(=O)NC(c2ccccc2)(c2ccccc2)C1=O	/	-1.4	10	-45	1	-0.1	-17	/
COc1cc(OC)c(OC)cc1CN(C)CC1CCCN(CCc2ccccc2F)C1 (stereo not given)	-3	1.7	1	/	8	0.1	-5	5
C[C@H](CO)N1C[C@H](C)[C@@H](CN(C)Cc2ccc(C(=O)O)cc2)OCc2cn(nn2)CCCC1=O	/	-0.6	/	11	-2	-0.6	0	/
CCOC(=O)Nc1ccc(C(=O)/C=C/c2ccccc2)cc1	2	1.4	23	-16	3	0.0	-2	-5
CN(Cc1ccccc1)S(=O)(=O)c1ccc(Cl)c(C(=O)O)c1	/	0.7	-2	11	/	0.1	-12	-7
C/C(=N\NC(=O)CC1N=C(Cc2ccccc2)NNC1=O)c1ccncc1 (stereo not given)	/	0.9	/	/	0	0.0	-4	-1
C/C(=N\N=C(N)N)c1cccc([N+](=O)[O-])c1	/	/	/	14	-3	-0.1	1	7
CC(=O)N(c1nc(CCl)cs1)c1cccc(C)c1C	4	1.6	-9	/	1	0.0	-13	/
O=C(NCc1cccc(C(F)(F)F)c1)c1ccc2c(c1)OCO2	-8	-0.9	-1	-44	2	-0.1	-13	-4
N#C[C@H]1[C@@H](c2ccc(C3=CCCCC3)cc2)[C@H](CO)N1S(=O)(=O)c1cccc(F)c1	-20	3.2	-1	0	3	0.0	7	29
COc1ccc(CN(C)C[C@H]2Oc3ccc(NS(=O)(=O)c4cccs4)cc3CC(=O)N([C@H](C)CO)C[C@H]2C)cc1	/	0.7	4	20	-2	0.6	10	/
CCCCOc1ccc(C(=O)N=c2sccn2C)cc1OC	-3	-6.5	57*	-10	3	0.0	-13	-1
O=C(O)c1ccc(S(=O)(=O)N2CCc3ccccc3C2)cc1	-3	-0.4	3	9	0	0.0	-2	-2
CN1C(=O)c2cc(NC(=O)C3CC3)ccc2OC[C@H]2O[C@@H](CC(=O)NCC3CCCCC3)CC[C@H]21	0	-0.1	6	-15	0	0.1	-6	1
COCCN(C(=O)COC(=O)CCC1CCCCC1)c1c(N)n(Cc2ccccc2)c(=O)[nH]c1=O	-4	-4.0	-1	9	-1	0.1	-7	/
COc1ccc(CNC(=O)C2(CC3CC(c4ccccc4)=NO3)CCN(C(=O)OC(C)(C)C)CC2)cc1 (stereo not given)	-15	0.1	-1	-14	3	0.1	-14	1

(further entries)
SMILES	RAD54 branch	F508del corr	esBAF inh	INS-1E GSIS act	ERAP1 inh	XiGFP reactiv	RAD52 inh	ARNT-TACC3 inh
CCCc1nn(-c2cc(Cl)ccc2OC)c2c1C(=O)CC(C)(C)C2	2	3.6	15	0	-7	-0.1	-4	1
COc1ccc(CCNC(=O)C2CC2)cc1	/	1.2	/	6	/	0.0	-17	-6
NC(c1ccncc1)c1ccc(Cl)cc1 (stereo not given)	2	-1.4	4	-2	0	-0.1	-12	/
CC(C)CN(C(=O)COC(=O)CCSc1ccc(Cl)cc1)c1c(N)n(Cc2ccccc2)c(=O)[nH]c1=O	7	0.6	-15	-7	1	1.5	-32	/
Cc1ccnc(S(=O)(=O)Cc2ccc([N+](=O)[O-])cc2)n1	0	-4.0	-3	13	1	0.1	-6	-5
CNC[C@H]1Oc2cc(C#Cc3cccc(F)c3)ccc2S(=O)(=O)N([C@@H](C)CO)C[C@@H]1C	-6	0.9	-6	-6	-2	0.4	9	3
Cn1cc(C(=O)N2CCc3ccccc3C2)c(=O)c2cc(S(=O)(=O)N3CCOCC3)ccc21	4	-1.8	-2	-1	2	0.1	-6	-1
Cn1c(-c2cc(Br)ccc2O)n[nH]c1=S	5	/	-8	-6	/	/	/	1
Cc1ccc(S(=O)(=O)N2C[C@@H]3CCCC[C@@H]3[C@@H](C)[C@H]2CC(=O)c2ccccc2)cc1	-4	1.7	-4	4	3	-0.1	-5	-4
Cc1ccc2c(ccc(=S)n2C)c1	-5	-1.0	5	9	-2	0.1	-3	10
CCC(=O)Nc1ccc2c(c1)C(=O)N(C)C[C@@H](OC)[C@@H](C)CN(Cc1ccccc1F)[C@@H](C)CO2	2	-0.8	-6	-1	1	0.5	-8	0
CCN(CC)C(=O)Cn1cc(S(=O)(=O)CC(=O)Nc2cccc(NC(C)=O)c2)c2ccccc21	13	2.9	1	9	-3	0.0	-4	/
NC(Cc1ccc(C(F)(F)F)cc1)c1csc(Nc2nncc3ccccc23)n1 (stereo not given)	-5	5.8	-64	8	4	0.1	-37	/

Among those listed so far, these have a nitro group on carbon.
SMILES	RAD54 branch	F508del corr	esBAF inh	INS-1E GSIS act	ERAP1 inh	XiGFP reactiv	RAD52 inh	ARNT-TACC3 inh
C/C(=N\N=C(N)N)c1cccc([N+](=O)[O-])c1	/	/	/	14	-3	-0.1	1	7
Cc1ccnc(S(=O)(=O)Cc2ccc([N+](=O)[O-])cc2)n1	0	-4.0	-3	13	1	0.1	-6	-5

Source: PubChem
